Screens: PubChem, The Scripps Research Institute Molecular Screening Center
GPR151 ag: activates the human receptor GPR151. hit rate 1% among 650,000. activation, % at 11.2 µM. PathHunter beta-arrestin GPR151 cells, luminescence; in the data active = activation above about 4.9%;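 note: 0% = median of compound wells and 100% = cells with positive control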
Target sequence (Q8TDV0 whole entry, looked up): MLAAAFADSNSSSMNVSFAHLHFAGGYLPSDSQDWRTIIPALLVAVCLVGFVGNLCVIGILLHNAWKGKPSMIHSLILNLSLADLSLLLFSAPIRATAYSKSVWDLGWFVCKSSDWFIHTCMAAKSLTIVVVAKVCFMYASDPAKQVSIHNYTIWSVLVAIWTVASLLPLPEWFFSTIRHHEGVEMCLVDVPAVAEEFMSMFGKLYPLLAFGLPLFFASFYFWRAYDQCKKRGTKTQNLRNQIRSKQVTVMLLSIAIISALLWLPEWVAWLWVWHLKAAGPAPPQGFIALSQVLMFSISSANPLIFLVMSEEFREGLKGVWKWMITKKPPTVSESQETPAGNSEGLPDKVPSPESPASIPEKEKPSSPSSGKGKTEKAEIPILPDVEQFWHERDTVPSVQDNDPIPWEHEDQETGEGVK
FBW7 activator: activators of human E3 ligase FBW7. AlphaScreen FBW7–phospho-cyclin E peptide binding, activator screen. hit rate 0.13% among 650,000. normalized activity (activation), % at 26.1 µM. AID 1259310. Q969H0; in the data active = normalized activity above about 1.9%;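 note: purified mutant Fbw7 with reduced substrate affinity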
TEAD-YAP block: TEAD-YAP interaction inhibition. inhibition, % at 9.12 µM. HEK-TIYL cells, TEAD-Gal4/YAP UAS-luciferase luminescence. hit rate 1.4% among 640,000; in the data active = inhibition above about 32%;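 note: 0% = median of test compound wells and 100% = reference inhibitor wells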
MITF inh: human MITF inhibition, primary screen; O75030; AlphaScreen MITF homodimerization, bead proximity signal; inhibition, % at 2.6 µM; hit rate 0.91% among 650,000; AID 1259374; in the data active = inhibition above about 50%;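 note: 0% = vehicle wells with protein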
Target sequence (O75030 whole entry, looked up): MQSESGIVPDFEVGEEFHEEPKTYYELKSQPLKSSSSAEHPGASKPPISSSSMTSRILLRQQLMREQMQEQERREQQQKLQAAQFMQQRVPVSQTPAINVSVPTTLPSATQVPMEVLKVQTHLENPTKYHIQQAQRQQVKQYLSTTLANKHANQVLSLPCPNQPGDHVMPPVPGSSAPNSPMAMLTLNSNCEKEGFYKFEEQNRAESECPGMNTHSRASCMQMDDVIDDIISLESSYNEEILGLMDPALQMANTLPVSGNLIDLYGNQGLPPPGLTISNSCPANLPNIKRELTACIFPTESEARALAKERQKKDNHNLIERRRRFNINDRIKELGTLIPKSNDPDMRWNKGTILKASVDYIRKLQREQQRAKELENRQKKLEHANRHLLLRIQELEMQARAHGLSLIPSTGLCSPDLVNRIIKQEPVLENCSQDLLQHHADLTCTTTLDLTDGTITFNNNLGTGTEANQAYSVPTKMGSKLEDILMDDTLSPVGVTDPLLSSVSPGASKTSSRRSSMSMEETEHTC
* marks the source's active call; other numbers are inactive results.

1	Cc1ccc(S(=O)(=O)Nc2ccccc2)cc1N
2	COc1ccc(-n2nc3cc(C)c(NC(=O)COc4ccc([N+](=O)[O-])cc4)cc3n2)cc1
3	COc1ccc(OC)c(N(CC(=O)Nc2cccc(Cl)c2Cl)S(=O)(=O)c2ccccc2)c1
4	Cc1ccc(NC(=O)CN(C)S(=O)(=O)c2ccc3c(c2)c(=O)n(C)c(=O)n3C)cc1F
5	CCOC(=O)N1CCN(C(=O)CCCCCn2c(=S)[nH]c3ccccc3c2=O)CC1
6	Cc1cccc(N(C)C(=O)c2coc(=O)c3ccccc23)c1

Screen / compound no.	1	2	3	4	5	6
GPR151 ag	-0.1	-0.8	-2.2	0.6	-1.3	-0.8
MITF inh	-11.3	2.3	3.5	0.5	4.3	20.8
TEAD-YAP block	4.5	-12.0	-0.9	-4.7	0.8	5.0
FBW7 activator	0.0	-0.1	0.4	0.0	0.0	0.0

7	O=C(OCc1nnc(-c2ccccc2)o1)c1ccccc1N/C=C/C(=O)C(F)(F)F
8	COc1ccc(N2C(=O)CC(NCCc3ccc(OC)c(OC)c3)C2=O)cc1Cl (stereo unspecified)
9	Nc1cc(=O)[nH]c(SCCSc2ccccc2F)n1
10	Cc1cc(S(=O)(=O)N(Cc2ccco2)C2CCCC2)ccc1-n1cnnn1
11	COc1ccccc1N1C(=O)c2cccc(N)c2C1=O
12	CCOc1ccc(S(=O)(=O)N(CC(=O)Nc2ccc(S(=O)(=O)N3CCCCC3)cc2)c2ccccc2)cc1

Screen / compound no.	7	8	9	10	11	12
GPR151 ag	-2.4	0.6	-1.2	-0.8	-0.9	0.3
MITF inh	-8.7	12.1	-8.4	4.3	1.9	0.7
TEAD-YAP block	-63.1	6.7	-6.2	2.1	10.6	15.7
FBW7 activator	-0.2	-0.1	0.2	0.6	0.0	0.1

13	C#CCN(Cc1nc(N(C)C)c2ccccc2n1)Cc1ccco1
14	CCOc1ccccc1N(C)C(=O)C(=O)Nc1ccc2nc3n(c(=O)c2c1)CCCCC3
15	COc1ccc(NC(=O)CN2C(=O)C(C)N(c3ccc(C)cc3)C2=O)cc1 (stereo unspecified)
16	Cn1c2c(c(=O)n(C)c1=O)C(Nc1nc3ccccc3s1)(C(F)(F)F)C(=O)N2 (stereo unspecified)
17	COc1ccc(/C=C(/C#N)C(=O)Nc2cccc(C)c2)c(C)c1
18	Cc1onc(-c2ccccc2Cl)c1C(=O)NCC12CC3CC(CC(C3)C1)C2

Screen / compound no.	13	14	15	16	17	18
GPR151 ag	-0.3	0.5	-0.3	-0.2	4.1	-2.3
MITF inh	5.0	2.6	-2.0	-2.6	13.1	-3.2
TEAD-YAP block	2.3	5.7	-2.7	-8.4	-7.5	2.9
FBW7 activator	-0.5	-0.1	-0.1	0.0	0.3	-0.3

19	O=C(NCCc1ccc(O)cc1)c1cccc(-c2ccccc2)c1
20	COc1ccc2c(c1)sc(=N)n2CC(=O)NCc1ccccc1
21	CN1CCCN(Cc2c(O)ccc3ccccc23)CC1
22	Cc1sc2ncc(C(=O)N3CCSC3(C)C)c(=O)n2c1C
23	O=C(COc1ccc(Cl)cc1Br)NC(=O)NC1CCCC1
24	Cc1cccc(C(=O)Oc2ccc(/C=N/N=C(N)N)cc2)c1

Screen / compound no.	19	20	21	22	23	24
GPR151 ag	1.4	0.6	1.5	0.5	0.3	8.5*
MITF inh	16.1	10.6	3.6	5.1	-2.4	-13.9
TEAD-YAP block	-9.9	9.7	3.1	4.5	-100.7	64.6*
FBW7 activator	0.4	0.5	-0.2	0.1	-0.1	-0.3

25	O=C(CSc1nnc(NC(=O)CCc2ccccc2)s1)NCc1ccc(F)cc1
26	C/C(=N\NC(=O)c1cccc(F)c1)c1ccc2ccccc2c1O
27	COc1cc(NS(=O)(=O)c2ccc(Cl)c(C(=O)Nc3ccc([N+](=O)[O-])cc3)c2)c(OC)cc1Cl
28	CCC(=O)N1CCc2cc(S(=O)(=O)CCC(=O)Nc3ccc(C)cc3C)ccc21
29	O=C(c1ccc(Oc2ccc(C(F)(F)F)cc2[N+](=O)[O-])cc1)N1CCc2ccccc2C1
30	N#Cc1c(NC(=O)CCn2c(=O)oc3ccccc32)sc2c1CCCC2

Screen / compound no.	25	26	27	28	29	30
GPR151 ag	-2.6	-0.7	2.0	-0.8	0.9	-0.4
MITF inh	-10.2	13.5	2.8	0.6	1.5	8.7
TEAD-YAP block	-3.1	-51.2	27.0	0.5	-0.9	1.6
FBW7 activator	0.1	0.0	0.0	0.1	-0.1	-0.2

31	Nc1c(C(=O)NCc2ccco2)sc(=S)n1-c1ccccc1
32	CS(=O)(=O)N1CCSC1c1ccccc1Cl (stereo unspecified)
33	COCCCNC(=O)C1C2C(=O)N(Cc3ccccc3)CC23C=CC1(C)O3 (stereo unspecified)
34	O=C(O)/C=C\C(=O)NNC(=O)CSc1nc2ccccc2[nH]1
35	O=C(c1cnc2n(c1=O)CCS2)N1CCCc2ccccc21
36	Cn1cc(-c2cc(Nc3ccc(-c4nnn(C)n4)cc3)ncc2Cl)cn1

Screen / compound no.	31	32	33	34	35	36
GPR151 ag	4.4	1.1	1.2	-0.8	1.3	0.0
MITF inh	7.1	7.0	15.5	1.5	2.6	-12.3
TEAD-YAP block	-21.2	0.5	-8.0	-13.8	6.7	-2.2
FBW7 activator	-0.7	0.3	0.0	-0.1	-0.1	0.2

37	Cc1ncn(-c2ccc(Nc3nccc(-c4cc(C#N)cc(N5CCCCC5)c4)n3)cc2)n1
38	C=CCc1ccccc1OCCOCCNCCN
39	O=C(Nc1ccc(I)cc1)c1ccccc1[N+](=O)[O-]
40	NC(=O)CSc1nnc2c(n1)[nH]c1ccc(Br)cc12
41	Cn1cnnc1SCC(=O)N1N=C(c2cccs2)CC1c1ccc(F)cc1 (stereo unspecified)
42	Cc1ccc(NC(=O)CC2CCC2)cc1

Screen / compound no.	37	38	39	40	41	42
GPR151 ag	0.3	2.1	0.1	-0.1	0.5	-0.5
MITF inh	6.7	1.3	8.6	-0.6	-8.3	3.6
TEAD-YAP block	-8.2	10.7	-15.8	-2.4	-7.5	-45.1
FBW7 activator	0.2	0.1	0.6	0.1	-0.3	-0.1

43	O=C(CCCC(=O)Nc1ccccc1)Nc1ccccc1
44	CCn1cc(CN2CCC3(CC2)CC3C(=O)Nc2ccc3sc(C)nc3c2)c(C)n1 (stereo unspecified)
45	Cc1c(OCc2cccc(Cl)c2)ccc2c3c(c(=O)oc12)CCCC3
46	O=C(NCCc1cccnc1)c1cc(COc2ccc(F)cc2F)on1
47	COc1cccc(OCCn2c(C)c(/C=N/n3cnnc3)c3ccccc32)c1
48	CCCC(=O)Nc1ccc2nc(SCC(=O)N3CCCC3)sc2c1

Screen / compound no.	43	44	45	46	47	48
GPR151 ag	-1.0	-0.6	1.8	-0.4	-0.1	-1.0
MITF inh	3.1	9.1	10.4	-6.8	6.0	15.7
TEAD-YAP block	-4.9	-1.7	1.0	-11.4	-9.0	-2.5
FBW7 activator	0.9	-0.1	0.1	0.2	0.0	1.2

An excerpt from above in order of formula weight, rising:
42	Cc1ccc(NC(=O)CC2CCC2)cc1
38	C=CCc1ccccc1OCCOCCNCCN
43	O=C(CCCC(=O)Nc1ccccc1)Nc1ccccc1
35	O=C(c1cnc2n(c1=O)CCS2)N1CCCc2ccccc21
40	NC(=O)CSc1nnc2c(n1)[nH]c1ccc(Br)cc12
46	O=C(NCCc1cccnc1)c1cc(COc2ccc(F)cc2F)on1
48	CCCC(=O)Nc1ccc2nc(SCC(=O)N3CCCC3)sc2c1
39	O=C(Nc1ccc(I)cc1)c1ccccc1[N+](=O)[O-]

Screen / compound no.	42	38	43	35	40	46	48	39
GPR151 ag	-0.5	2.1	-1.0	1.3	-0.1	-0.4	-1.0	0.1
MITF inh	3.6	1.3	3.1	2.6	-0.6	-6.8	15.7	8.6
TEAD-YAP block	-45.1	10.7	-4.9	6.7	-2.4	-11.4	-2.5	-15.8
FBW7 activator	-0.1	0.1	0.9	-0.1	0.1	0.2	1.2	0.6

47	COc1cccc(OCCn2c(C)c(/C=N/n3cnnc3)c3ccccc32)c1
41	Cn1cnnc1SCC(=O)N1N=C(c2cccs2)CC1c1ccc(F)cc1 (stereo unspecified)
44	CCn1cc(CN2CCC3(CC2)CC3C(=O)Nc2ccc3sc(C)nc3c2)c(C)n1 (stereo unspecified)
37	Cc1ncn(-c2ccc(Nc3nccc(-c4cc(C#N)cc(N5CCCCC5)c4)n3)cc2)n1

Screen / compound no.	47	41	44	37
GPR151 ag	-0.1	0.5	-0.6	0.3
MITF inh	6.0	-8.3	9.1	6.7
TEAD-YAP block	-9.0	-7.5	-1.7	-8.2
FBW7 activator	0.0	-0.3	-0.1	0.2

Going on with the list.
49	Cc1ccc(S(=O)(=O)N2CCCC(C)C2)cc1 (stereo unspecified)
50	O=C(c1cnc2scc(-c3ccccc3Cl)n2c1=O)N1CCC(O)C1 (stereo unspecified)
51	CCCNc1nc(Nc2ccc(N3CCOCC3)cc2)nc2c1ncn2CCN1CCCC1=O
52	CCCNc1nc(Nc2cccc(N(C)C)c2)ncc1C
53	O=c1c2cccnc2[nH]c(=S)n1CCN1CCN(c2ccccc2)CC1
54	Cc1ccc(-n2nc(C)c3c(C(=O)O)cc(C)nc32)cc1

Screen / compound no.	49	50	51	52	53	54
GPR151 ag	1.9	-0.6	2.1	2.8	0.6	-0.9
MITF inh	-1.1	8.2	18.7	5.1	-17.9	-1.1
TEAD-YAP block	12.1	7.2	1.3	-1.0	6.0	4.3
FBW7 activator	-0.1	0.0	0.0	-0.3	-0.1	-0.2

55	COCCNC(=O)Cn1nc2c(C)cc3cc(OC)ccc3n2c1=O
56	N#Cc1ccccc1OCC(=O)Nc1ccccc1
57	COc1ccccc1NC(=O)Nc1ccnn1C1CCN(C(=O)c2cc(C)oc2C)CC1
58	CCCn1c(CCC(=O)Nc2cc(C)ccc2C)nc2cccnc21
59	Cn1c(=O)c2c(nc(SCC(=O)O)n2Cc2c(F)cccc2Cl)n(C)c1=O
60	Cc1ccccc1NC(=O)CSc1nnc2ccccn12

Screen / compound no.	55	56	57	58	59	60
GPR151 ag	0.1	-4.6	-0.3	0.1	0.0	-1.3
MITF inh	-0.1	13.1	-4.3	-9.2	-12.0	10.0
TEAD-YAP block	-7.4	-9.1	-13.7	-3.0	-2.4	-2.2
FBW7 activator	0.1	0.1	0.1	-0.1	0.7	-0.1

61	O=c1c2cc(N3CCOCC3)ccc2[nH]c(=S)n1Cc1ccc2c(c1)OCO2
62	CC(=O)N1CCN(c2ccc(NC(=O)S(=O)(=O)c3ccccc3)cc2)CC1
63	C=CCN1C(=O)C(C)(C)COc2cc(NC(=O)c3ccccc3Br)ccc21
64	O=[N+]([O-])c1cc(S(=O)(=O)N2CCCCCC2)ccc1F
65	Cc1nc2c(c(=O)[nH]1)CCN(Cc1cc(C)n(C3CC3)c1C)C2
66	Cc1cc(C=C2C(=O)NC(=O)NC2=O)c(C)n1-c1ccc(-c2ccccc2)cc1

Screen / compound no.	61	62	63	64	65	66
GPR151 ag	-0.8	-0.3	-0.4	-0.3	0.1	-0.3
MITF inh	-8.2	7.8	15.6	-1.9	7.3	20.2
TEAD-YAP block	-12.4	0.7	10.3	15.7	4.4	-14.8
FBW7 activator	0.0	-0.1	-0.1	0.3	-0.3	-0.1

67	COc1ccc(N(CC(=O)O)S(=O)(=O)c2c(C)noc2C)cc1
68	COc1ccc(N2CCN(S(=O)(=O)c3cc(Cl)ccc3C)CC2)cc1
69	CC(=O)c1ccc(NS(=O)(=O)c2ccc(-c3ccccc3)cc2)cc1
70	O=C(NC[C@@H](O)c1ccccc1)c1cncc(-c2ccc3[nH]ncc3c2)c1
71	COc1ccccc1NC(=O)Cn1cnc2sc(C(=O)Nc3ccc(Oc4ccccc4)cc3)c(C)c2c1=O
72	CCC(Sc1nnc2c3cc(Br)ccc3n(C)c2n1)C(=O)Nc1nnc(C(C)C)s1 (stereo unspecified)

Screen / compound no.	67	68	69	70	71	72
GPR151 ag	-0.7	1.4	0.7	-1.1	1.3	0.8
MITF inh	12.2	-1.4	-4.3	10.5	15.4	2.6
TEAD-YAP block	7.5	4.2	-1.1	19.7	2.9	-6.6
FBW7 activator	0.6	0.0	0.0	0.2	-0.4	0.1

73	Cc1c(C(=O)C(=O)N(C)c2ccccc2)c2ccccc2n1C
74	Cc1nc2c(C(=O)N3CCCCC3)cnn2c(C)c1Cc1cccc(Br)c1
75	O=C(CSc1nnns1)Nc1ccc2c(c1)OCO2
76	CN(C)c1cccc(Nc2ccc(-n3cc(CC(=O)NCCN4CCOCC4)c4ccccc43)nn2)c1
77	CCCCCC(=O)N/N=C(\C)c1ccc(O)cc1
78	COc1ccc(-c2cc(C(F)(F)F)n3ncc(C(=O)N4CCN(c5ccccc5Cl)CC4)c3n2)cc1OC
79	Cc1ccc(C)c(NC(=O)CSc2cn(CCNC(=O)c3cccs3)c3ccccc23)c1
80	CCc1n[n+](CC(=O)c2ccc3c(c2)OCCO3)c(N)s1

Screen / compound no.	73	74	75	76	77	78	79	80
GPR151 ag	-0.7	0.3	2.4	0.8	-1.3	-0.7	-0.9	-7.7
MITF inh	-9.9	-2.0	-11.0	7.7	1.6	-2.4	16.4	-10.0
TEAD-YAP block	-6.0	3.1	-2.7	0.0	-5.2	-19.1	-2.4	62.6*
FBW7 activator	0.0	0.0	0.1	-0.2	-0.1	-0.1	0.1	0.1
